# FLuc counter: counter-screen for miR-21 project: firefly luciferase inhibitors or activators; P08659; purified FLuc, Km substrates, luminescence inhibition; Potency, µM (titrated, usually from 57.5 µM), without a hit: top-dose activity change, negative = inhibition, actives largely listed as inhibitors; 360,000 tested, 6.9% active;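 note: potency is the fitted concentration of half-maximal effect; plate controls were vehicle for no effect and reference inhibitor for full effect; nearly all actives have a fitted effect of over 55% in size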
#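 Biochemical qHTS of compounds, final roughly 60 µM downward over six points, against 10 nM purified firefly luciferase using Km concentrations of substrates (10 uM D-luciferin, 10 uM ATP) in Tris acetate pH 7.5 buffer; luminescence output.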
# Mito fusion act: blocks mitochondrial division or promotes mitochondrial fusion | S. cerevisiae fusion-defective mutant growth rescue, CellTiterGlo 48 h | Potency, µM (series often up to 46.1 µM), without a hit: at the top dose growth rescue (activation), usual class: activators | 320,000 tested, 0.23% active;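 note: potency is the fitted concentration of half-maximal effect; % of control where 0% means no effect; nearly all actives have a fitted effect of over 45% in size; temperature-sensitive fusion mutants such as fzo1-1 at 37 °C on non-fermentable ethanol glycerol medium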
#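 Growth-rescue viability read-out: after 48 h at the non-permissive 37C in glycerol/ethanol YPEG, yeast mitochondrial fusion mutants are measured by CellTiterGlo luminescence; compounds (23 nl pinned per well) restoring growth score as division inhibitors or fusion activators.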
# Rab9 prom act: activators of Rab9 promoter. Huh7 Rab9 promoter-luciferase reporter, luminescence, 24 h. Potency, µM (highest dose often 9.22 µM), inactives show top-dose activation, negative = inhibition, usual class: activators. 320,000 tested, 2.8% active; note: potency is the fitted concentration of half-maximal effect; % of control where 0% means no effect; nearly all actives have a fitted effect of over 60% in size
#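 Cells were plated at 1500 per well in reduced-serum medium with 10% FBS and left 2 h. Compound in DMSO was then added for 24 h at 37 °C. Reporter signal was read by luminescence after 10 min with luciferase detection reagent.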
# Menin MLL FP TR: inhibitors of human menin-MLL interaction, mutant MLL peptide; 270,000 tested, 0.23% active; AID 1768; Potency, µM (highest dose often 61.6 µM), for inactives: top-dose FP activity change, negative = inhibition, most hits filed as inhibitors; Menin + Texas Red MLL mutant peptide, fluorescence polarization; active = well fitted inhibition curve with a large enough effect in the polarisation, with a control signal flat, not every such curve was filed as active; inconclusive = small, poorly fitted or top-dose-only effect, or effect the other way, or a change in a side signal; inactive = no such curve, though single readings can be large or run the other way; the % refers to the polarisation; note: potency is the fitted concentration of half-maximal effect; % of control where 0% means no effect; many of its hits are not listed in these tables
# KCNH2 3.1 inh: inhibitors of human KCNH2 3.1 potassium channel isoform; 340,000 tested, 0.95% active; U2OS KCNH2 3.1, thallium flux FluxOr; hits give low values; activity change, % (tested at about 1.8 µM);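 active = maximum activity change below -70%; inconclusive = maximum activity change from -70% to -50%; inactive = maximum activity change above -50%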;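 note: thallium influx rate constant from kinetic fluorescence after stimulation buffer; % is set by controls: 0 for no effect and ±100 for the full control effect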
#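 Measured as rate of thallium-driven FluxOr signal in transduced U2OS cells carrying the 3.1 channel, read kinetically for 2 min upon stimulation; values are rate constants scaled to DMSO control wells.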
# NPC1 promoter act: activates the NPC1 promoter; Huh7 NPC1 promoter luciferase reporter, 24 h; Potency, µM (doses to about 9.22 µM), without a hit: at the highest dose activation, most hits filed as activators; 320,000 tested, 2.4% active;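 note: potency is the fitted concentration of half-maximal effect; % of control where 0% means no effect; nearly all actives have a fitted effect of over 60% in size; reporter is driven by a mutant NPC1 promoter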
#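 Luminescence read-out of NPC1 promoter-driven luciferase in stably transfected Huh7 cells; compounds delivered in DMSO and left 24 h at 37C, 5% CO2, qHTS titration format.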
# MBNL1-CUG inh: inhibitors of human MBNL1 binding to CUG repeat RNA. Q9NR56. TR-FRET MBNL1-His/biotin-(CUG)12 binding, 665/545 ratio. Potency, µM (highest dose often 57.5 µM), without a hit: top-dose activity change, negative = inhibition, hits mostly inhibitors. 280,000 tested, 0.036% active. AID 2675; active = well fitted inhibition curve with a large enough effect in the signal ratio, with a control signal flat, not every such curve was filed as active; inconclusive = small, poorly fitted or top-dose-only effect, or effect the other way, or a change in a side signal; inactive = no such curve, though single readings can be large or run the other way; the % refers to the signal ratio; note: potency is the fitted concentration of half-maximal effect; % is set by controls: 0 for no effect and ±100 for the full control effect
#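 MBNL1-His + Biotin-(CUG)12, cpd titration 92 nM–58 uM; Tb anti-His Ab 0.055 ng/ul, SA-XL665 5 nM (final); 60 min RT; ratiometric 665/545 nm, Ex 340 nm; normalized to buffer and full-complex controls.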
# ELG1 repair inh: ELG1-dependent DNA repair inhibition; 330,000 tested, 2.3% active; HEK293T ELG1-luciferase reporter, luminescence, 16 h; DNA damage induced by 5-fluorouridine; Potency, µM (doses to about 46.1 µM), without a hit: at the highest dose activity change, negative = inhibition, usual class: inhibitors; AID 504467; note: potency is the fitted concentration of half-maximal effect; % is set by controls: 0 for no effect and ±100 for the full control effect; nearly all actives have a fitted effect of over 55% in size
#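 HEK293T cells expressing luciferase-tagged ELG1 (2,000/well) received 5-Fluorouridine plus compound or DMSO for 16 hr at 37 °C. Luciferase was read by ONE-Glo luminescence after 30 min at room temperature.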
# RORg inh: inhibitors of mouse ROR gamma transcriptional activity; Potency, µM (doses to about 53.6 µM), for the others: top-dose activity change, negative = inhibition, most hits filed as inhibitors; 310,000 tested, 5.4% active; Drosophila S2 Gal4-RORgamma UAS-luciferase reporter, 20 h; note: potency is the fitted concentration of half-maximal effect; % is set by controls: 0 for no effect and ±100 for the full control effect; nearly all actives have a fitted effect of over 60% in size
# Target sequence (P51450 whole entry, looked up, the tested form may be a part): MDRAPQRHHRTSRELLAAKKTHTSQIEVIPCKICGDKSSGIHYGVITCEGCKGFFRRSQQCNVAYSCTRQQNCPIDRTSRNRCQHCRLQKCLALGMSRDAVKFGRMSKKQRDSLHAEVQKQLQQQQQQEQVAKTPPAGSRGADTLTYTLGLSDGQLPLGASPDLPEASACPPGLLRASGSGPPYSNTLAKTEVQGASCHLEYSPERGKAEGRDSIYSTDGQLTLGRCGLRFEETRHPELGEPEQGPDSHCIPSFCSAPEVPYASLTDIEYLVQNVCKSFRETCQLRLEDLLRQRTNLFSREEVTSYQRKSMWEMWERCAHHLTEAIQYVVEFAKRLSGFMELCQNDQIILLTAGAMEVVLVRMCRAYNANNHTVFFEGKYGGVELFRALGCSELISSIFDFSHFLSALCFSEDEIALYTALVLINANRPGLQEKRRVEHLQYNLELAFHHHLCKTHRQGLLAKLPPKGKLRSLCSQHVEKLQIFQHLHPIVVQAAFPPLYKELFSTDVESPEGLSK
#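 Using a luciferase readout, inhibitors were identified by reduced reporter activity in Drosophila cells coexpressing a copper-inducible Gal4–ROR gamma fusion and UAS-driven Photinus luciferase, incubated 20 hr after 700 uM copper sulfate.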
# PKM2 act: PKM2 (human) enzyme activation | P14618 | purified PKM2, Kinase-Glo ATP luminescence, activation; response scale: 0% is enzyme alone, no compound | Potency, µM (series often up to 57.5 µM), for the others: top-dose activation, hits mostly activators | 260,000 tested, 0.34% active | AID 1631; note: potency is the fitted concentration of half-maximal effect; % is set by controls: 0 for no effect and ±100 for the full control effect; nearly all actives have a fitted effect of over 55% in size
# Target sequence (P14618 whole entry, looked up): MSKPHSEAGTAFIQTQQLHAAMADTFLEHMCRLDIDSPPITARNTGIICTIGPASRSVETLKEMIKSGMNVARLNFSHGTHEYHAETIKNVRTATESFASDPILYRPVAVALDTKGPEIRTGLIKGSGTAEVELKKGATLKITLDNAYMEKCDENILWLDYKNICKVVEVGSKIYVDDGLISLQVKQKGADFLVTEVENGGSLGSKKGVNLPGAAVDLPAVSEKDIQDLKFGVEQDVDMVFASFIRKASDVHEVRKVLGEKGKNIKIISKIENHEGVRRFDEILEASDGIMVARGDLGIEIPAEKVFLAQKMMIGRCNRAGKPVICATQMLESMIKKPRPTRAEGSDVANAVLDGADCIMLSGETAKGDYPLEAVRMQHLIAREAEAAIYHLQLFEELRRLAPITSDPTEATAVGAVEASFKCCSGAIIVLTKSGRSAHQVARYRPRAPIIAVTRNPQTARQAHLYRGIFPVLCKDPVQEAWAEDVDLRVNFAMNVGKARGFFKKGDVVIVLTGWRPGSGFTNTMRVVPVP
#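 ATP formation by purified human PK-M2, quantified via coupled luciferase luminescence after 1 h at room temperature with 0.1 mM ADP and 0.5 mM PEP final.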
# VP16 counter: counter-screen for ROR gamma inhibitors: Gal4-VP16 reporter; Drosophila S2 Gal4-VP16 UAS-luciferase, luminescence, 20 h; Potency, µM (titrated, usually from 53.6 µM), inactives show at the highest dose activity, negative = inhibition, hits mostly inhibitors; 310,000 tested, 3.5% active; AID 2546;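 note: Gal4-VP16 expression switched on by copper sulfate through the metallothionein promoter; potency is the fitted concentration of half-maximal effect; % is set by controls: 0 for no effect and ±100 for the full control effect; nearly all actives have a fitted effect of over 50% in size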
# * = called active by the depositor; ? = inconclusive; nt = not tested or not shown; & = joins results of further samples; [ ] = dose if it differs, or a comment. Unless noted, calls come from the whole dose curve; as a rule, active = well fitted curve in the direction sought with a large enough effect; inconclusive = small, poorly fitted or top-dose-only effect, or another doubt; inactive = no such curve, though single readings can be large; an effect the other way counts as inactive or inconclusive. A portion of the library (hit frequency here may not be typical).
molecule	ELG1 repair inh	KCNH2 3.1 inh	VP16 counter	Menin MLL FP TR	FLuc counter	Rab9 prom act	NPC1 promoter act	Mito fusion act	PKM2 act	RORg inh	MBNL1-CUG inh
CCC1CCCCN1C(=O)c1ccc(OC2CCN(C(=O)C3CC3)CC2)cc1 (centres undefined)	?	-16	-1%	-18%	1%	-27%	-20%	4%	-9%	1%	15%
Cc1ccc(NC(=O)C2CCN(c3ncnc4c3nc3n4CCCCC3)CC2)nc1	?	-3	?	nt	-2%	-7%	-1%	-2%	nt	?	0%
COc1ccc(Cl)cc1NC(=O)CSc1nc(N2CCCCC2)nc(N2CCCCC2)n1	-2%	3	-5%	3%	0%	-34%[inhibitor]	2%	-2%	5%	10%	?
CC(=O)N1c2ccc(S(=O)(=O)N3CCC(C(=O)NC4CCCC(C)C4C)CC3)cc2CC1C (centres undefined)	0%	-1	-7%	-7%	5%	-1%	2%	-2%	1%	-1%	-4%
Cc1cccc(COC(=O)C(Cc2ccccc2)NC(N)=O)c1 (centres undefined)	2%	2	-3%	-1%	-2%	-3%	2%	-4%	3%	-41%	1%
O=C(Nc1ccccc1O)c1ccc([N+](=O)[O-])cc1	27%	10	20%	1%	-18%	29%	?	2%	-4%[11.5 µM]	5%	?
O=C(CN(C(=O)CNC(=O)c1cccs1)c1cccc(F)c1)NC1CCCC1	-3%	8	2%	nt	0%	0%	1%	-3%	nt	-2%	4%
Cc1cc(C(=O)NCC2CCCCC2)ccc1[N+](=O)[O-]	?	-3	-7%	18%	-18%	22%	16%	1%	-3%	9%	?
CC(C)(C)c1ccc(C(=O)NCC(=O)OCC(=O)N2CCCC2)cc1	15%	24	nt	nt	15µM*	-3%	-1%	-7%	nt	nt	nt
COc1ccc(C)cc1NC(=O)Nc1cccc(C)c1	-5%	7	1%	?	?	8%	1%	9%	1%	36%	3%
C/C(=N/NS(=O)(=O)c1ccccc1)c1ccc(Cl)cc1	-15%	20	9%	15%	2%	-3%	0%	-3%	-19%	10%	4%
Clc1ccc(-c2csc(N/N=C\c3cccnc3)n2)cc1	0%	-29	?	?	?	4%	8%	16%	10%	-5%	-1%
CCCCCn1c(NCc2ccco2)nc2ccccc21	-3%	-24	5%	-17%	5%	0%	2%	6%	-1%	-40%	-8%
COc1ccccc1-c1ccc(SCc2ccc([N+](=O)[O-])cc2)nn1	?	-4	-3%	-12%	-2%	2%	-8%	-6%	2%	?	25%
COc1ccc2nc(CC(C)(C)CC(=O)O)c[n+]([O-])c2c1	-19%	5	6%	-14%	5%	-2%	-4%	-2%	-1%	-2%	?
CCCCn1c(N)c(N(CCOC)C(=O)Cn2c(=O)oc3ccccc32)c(=O)[nH]c1=O	5%	-11	nt	nt	-1%	0%	-3%	-7%	nt	nt	nt
CN(Cc1cccs1)C(=O)CCc1ccc(S(=O)(=O)N2CCOCC2)cc1	-14%	0	nt	-3%	3%	2%	8%	6%	-21%	-7%[0.365 µM]	-2%
CCN(CC)C(=O)CSc1nc2ccccc2c(=O)[nH]1	11%	0	2%	-21%	-4%	-2%	3%	0%	-8%	0%	-1%
CCSc1nnc(NC(=O)[C@@H](NC(=O)c2cccc(C)c2)C(C)C)s1	11%	1	-1%	10%	7%	-3%	-3%	0%	-2%	32%	-14%
CCOC(=O)c1sc2nc(SC)nc(-c3ccccc3)c2c1N	1%	-12	-5%	4%	9%	3%	-4%	2%	4%	-8%	36%[activator]
COc1ccc(Cl)cc1NC(=O)CCN1C(=O)NC(C)(C)C1=O	6%	-32	nt	nt	4%	-4%	1%	-3%	nt	nt	nt
O=C(O)C1CCCN(CCC=C(c2ccccc2)c2ccccc2)C1 (centres undefined)	nt	-1	nt	-15%	nt	-7%[46.1 µM]	-13%[46.1 µM]	10%	nt	nt	nt
CCC(=O)Nc1c2c(nn1-c1ccc(C)cc1)CS(=O)(=O)C2	1%	6	-3%	4%	1%	-5%	-3%	5%	nt	-8%	-5%
Cc1nc2ccc([N+](=O)[O-])cc2c(=O)n1Cc1ccc(Cl)cc1	-11%	-9	-10%	?	7%	-2%	-2%	4%	-6%	?	?
Fc1ccccc1/C=C1\CCCC2=C1Nc1ncnn1C2c1ccccc1F (centres undefined)	18µM*	nt	4µM*	-1%	2%	-7%	-2%	17%	8%	2.8µM*	?
COc1ccc(/C=C(/C(=O)Nc2ccccc2C(=O)NC(C)C)c2ccccc2)cc1	?	-9	-4%	22%	3%	-2%	-5%	5%	-1%	?	0%
O=C(c1ccc(F)cc1)c1c[nH]c(C(=O)NCc2cccnc2)c1	-17%	14	1%	9%	2%	0%	0%	-3%	0%	-33%	-3%
Cc1ccc(C2(c3noc(CN4C[C@@H](C)O[C@@H](C)C4)n3)CCCC2)cc1	-3%	-17	-14%	?	-1%	3%	-7%	10%	1%	11%	-5%
CC(=O)C1=C(C)NC2=C(C(=O)c3ccccc32)C1c1ccccc1 (centres undefined)	-2%	5	-2%	?	-18%	3%	-2%	-3%	9%	-4%	?
CN(C)c1ccc(C(=S)N2CCCCC2)cc1	?	-3	0%	-2%	?	21%	5%	-3%	-10%	11µM*	1%
CCCCCSc1nnc2c(n1)OC(c1cccn1C)N(C(C)=O)c1ccccc1-2 (centres undefined)	0%	-14	-3%	-16%	-12%	0%	-2%	-2%	-1%	0%	27%
CC1CCc2c(sc3ncnc(SC(C)C(=O)NCC4CCCO4)c23)C1 (centres undefined)	-12%	23	nt	nt	-12%	-5%	-1%	?	nt	nt	nt
CCN(Cc1ccccc1)C(=O)CCCOc1ccccc1	?	-5	3%	-1%	?	23%	?	1%	11%	?	-12%
O=S(=O)(c1ccc(Cl)cc1)c1nc(-c2ccccc2F)oc1NCCN1CCOCC1	?	nt	5%	nt	0%	-5%	-2%	1%	1%	39%	-1%
Cc1ccc2c(c1)sc1nc(=O)n(-c3ccc(Cl)c(Cl)c3)c(=O)n12	?	1	-13%	-15%	3%&-1%	13%	2%	-15%	1%	21%	9%
Cc1ccc(-c2n[nH]c(=S)n2/N=C/c2ccc(C)s2)cc1	-6%	3	7.1µM*	10%	2%	2%	1%	-10%	2%	3.2µM*	9%
O=C1CCCc2c1sc1nc3n(c(=O)c21)CCCCC3	?	-4	-8%	7%	-20%	25%	?	3%	-1%	?	?
O=C(NCc1ccco1)c1cnccn1	20%	0	11%	-11%	-4%	2%	3%	-3%	-14%	-5%	12%
Cc1cc(C)c2nc(NC(=O)c3ccco3)sc2c1	?	15	10µM*	6%	0.54µM*	0.56µM*	2.8µM*	13%	nt	4.5µM*	13%
Cn1cccc1Cc1nnc(SCC(=O)N2CCCCCC2)n1CCc1ccccc1	-11%	1	-11%	-6%	1%	-7%	-2%	-1%	-4%	0%	10%
CC12CCC(C(=O)N3CCN(Cc4ccccc4)CC3)(OC1=O)C2(C)C (centres undefined)	-5%	-9	2%	-8%	-2%	-3%	-1%	-2%	20%	-7%	2%
COc1ccc(C(C)=O)cc1CC(=O)Nc1ccc2c(c1)CCC2	-15%	-9	-16%	-9%	-9%	0%	5%	-32%	1%	19%	12%
CN1CCN(C2=Cc3ccc(Cl)cc3Sc3ccc(F)cc32)CC1	-21%	14	-10%	10%	3%	-6%	-3%	-20%	-4%	12%	-21%
Cc1ccc(Oc2ccc(NC(=O)CSc3n[nH]c(N)n3)cc2)cc1	-11%	1	?	17%	?	-1%	-3%	-2%	8%	?	nt
Cc1cc(C)cc(Oc2coc3cc(OC(=O)c4cccnc4)ccc3c2=O)c1	-7%	-13	-13%	-8%	3%	-1%	0%	?	9%	-37%	nt
CS(=O)(=O)N(CC(=O)N1CCN(c2ccccc2F)CC1)c1cc(C(F)(F)F)ccc1Cl	?	2	-13%	4%	9%	-1%	-2%	6%	-3%	?	-13%
CC1(CC(=O)O)SC(=O)NC1=O (centres undefined)	14%	29	2%	nt	-1%	6%	1%	0%	-12%	0%	6%
COc1ccc(N(CC(=O)Nc2ccccc2C)S(=O)(=O)c2c(C)[nH]c(=O)[nH]c2=O)cc1	1%	1	2%	nt	-1%	-3%	-5%	-5%	-1%	26%	-15%
COc1ccc(-n2cc(-c3ccccc3)nc2SC)cc1	?	-16	-4%	3%	13µM*	?	?	10%	19%	-40%	-5%
